TNAP inh noacc: human TNAP enzyme inhibitors, primary screen, biochemical, luminescent, no phosphate acceptor, uHTS. Alkaline phosphatase, tissue-nonspecific isozyme (Homo sapiens), P05186. purified TNAP, CDP-star luminescence, 30 min. inhibition, % at 20 µM. hit rate 0.26% among 200,000;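 active = tissue-nonspecific alkaline phosphatase inhibition above about 50% at 20 µM in the single-dose screen, limit read from the data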;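 also: 0% = DMSO negative control and 100% = EDTA positive control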
Target sequence (P05186 whole entry, looked up): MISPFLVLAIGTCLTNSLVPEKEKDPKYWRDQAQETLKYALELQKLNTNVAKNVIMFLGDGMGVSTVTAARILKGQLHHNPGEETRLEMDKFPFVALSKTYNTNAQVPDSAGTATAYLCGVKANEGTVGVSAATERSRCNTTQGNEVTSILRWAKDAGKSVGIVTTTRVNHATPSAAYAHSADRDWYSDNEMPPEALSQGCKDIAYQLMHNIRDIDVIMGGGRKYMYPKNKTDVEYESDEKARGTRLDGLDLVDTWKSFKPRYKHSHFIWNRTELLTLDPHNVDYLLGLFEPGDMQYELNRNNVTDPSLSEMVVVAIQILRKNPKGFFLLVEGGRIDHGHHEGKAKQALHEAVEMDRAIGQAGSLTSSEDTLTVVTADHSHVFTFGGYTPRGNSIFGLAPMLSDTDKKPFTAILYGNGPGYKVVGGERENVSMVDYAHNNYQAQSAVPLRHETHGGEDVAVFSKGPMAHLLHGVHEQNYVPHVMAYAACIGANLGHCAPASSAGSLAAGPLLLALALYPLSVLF
PMI act satM6P: human PMI activators, high substrate, primary screen, biochemical, fluorescence intensity, near-saturating mannose 6-phosphate; coupled PMI enzyme assay, resazurin fluorescence, 20 min; hits give high values; 1 = untreated enzyme, 0 = substrate-free blank; AID 1216, 2008; Mannose-6-phosphate isomerase (Homo sapiens), P34949; hit rate 0.34% among 190,000; activation factor at 20 µM;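 active = activation factor of 2 or more at 20 µM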
Target sequence (P34949 whole entry, looked up): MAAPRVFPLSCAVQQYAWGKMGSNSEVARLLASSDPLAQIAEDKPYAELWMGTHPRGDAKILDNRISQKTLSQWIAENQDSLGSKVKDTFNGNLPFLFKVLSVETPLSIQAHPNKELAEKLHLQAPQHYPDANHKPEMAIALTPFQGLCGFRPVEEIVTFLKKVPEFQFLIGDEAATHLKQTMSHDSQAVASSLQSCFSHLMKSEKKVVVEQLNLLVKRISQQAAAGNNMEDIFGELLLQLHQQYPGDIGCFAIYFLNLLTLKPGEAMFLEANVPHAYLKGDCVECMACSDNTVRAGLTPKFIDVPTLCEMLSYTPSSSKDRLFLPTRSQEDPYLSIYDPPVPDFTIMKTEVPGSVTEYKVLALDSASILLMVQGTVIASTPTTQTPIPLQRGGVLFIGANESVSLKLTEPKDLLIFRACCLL
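Material: human phosphomannose isomerase with PGI, G6PDH, diaphorase coupling enzymes; amount: PMI at 15 ng/mL final; also added: Mannose-6-phosphate 1.0 mM (near-saturating) plus 0.22 mM NADP+; incubation: enzyme reaction with compound 20 min at room temperature; signal: resorufin fluorescence (Ex 544/Em 590 nm) from resazurin via diaphorase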
TNAP inh hi DEA: human TNAP enzyme inhibitors, primary screen, biochemical, luminescent, high phosphate acceptor level, uHTS | Alkaline phosphatase, tissue-nonspecific isozyme (Homo sapiens), P05186 | purified TNAP, CDP-star luminescence, 1 M DEA | hit rate 0.03% among 200,000 | inhibition, % at 20 µM | AID 1135, 2008;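 active = over 50% inhibition of tissue-nonspecific alkaline phosphatase at 20 µM in the single-dose screen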;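 also: plate controls were DMSO wells for no effect and EDTA-quenched wells as full inhibition for full effect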
TNAP act hi DEA: TNAP activators at high phosphate acceptor level, primary screen, biochemical, luminescence, uHTS. Alkaline phosphatase, tissue-nonspecific isozyme (Homo sapiens), P05186. AID 1136, 2008. purified TNAP, CDP-star luminescence, 1 M DEA, 30 min; hits give high values; 0 = EDTA background, 1 = DMSO-only activity. 200,000 tested, under 10 active. activation factor at 20 µM;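 active = activation factor at least 2 at 20 µM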
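Assay system: human TNAP; Input: enzyme diluted 1/800 final; Reagent: CDP-star luminogenic substrate at 100 µM final; Timing: 30 min, room temperature; Signal: luminescence; Evaluation: TNAP activation factor scaled between EDTA and DMSO control wells.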
PMI act: activators of human PMI, primary screen, biochemical, fluorescence intensity, near-Km mannose 6-phosphate; Mannose-6-phosphate isomerase (Homo sapiens), P34949; purified human PMI, coupled resazurin fluorescence, 20 min; hits give high values; 1 = vehicle control, 0 substrate-free wells; activation factor at 20 µM; hit rate 0.005% among 190,000; AID 1214, 2008;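 active = activation factor of 2 or more at 20 µM, relative to plate controls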
bIAP inh: bovine intestinal alkaline phosphatase inhibitors, primary screen, selectivity assay for TNAP inhibitor project, biochemical, bovine IAP, CDP-star luminescence | inhibition, % at 20 µM | 190,000 tested, under 10 active | alkaline phosphatase, intestinal [Bos taurus] | AID 1019, 2008 | purified bovine IAP, 30 min;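 active = over 50% inhibition of intestinal alkaline phosphatase at 20 µM in the single-dose screen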
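System: purified bovine intestinal alkaline phosphatase (IAP) enzyme; Input: IAP diluted 1/65,000,000 in the well; Measured by: CDP-star luminescence signal; Compound dosing: 20 µM single dose; Incubation: 30 min reaction at room temperature.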
L major viab: Leishmania major promastigote growth inhibition, primary screen; Leishmania major promastigotes, resazurin fluorescence viability; inhibition, % at 10 µM; hit rate 9% among 200,000; AID 1063, 2008; in the data active = inhibition above about 50%;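 also: promastigotes grown with compound for 44 hours at 28 °C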
Diaph inh CS: diaphorase inhibitors and chemical oxidizers, primary screen, counter-screen for diaphorase-coupled primary assays, biochemical, uHTS, resorufin fluorescence; diaphorase resazurin-to-resorufin fluorescence, NADH, 16 min; bacterial (C. kluyveri) enzyme, not human; hit rate 0.69% among 190,000; inhibition, % at 20 µM; AID 1217, 2008;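 active = primary screen inhibition at 20 µM above a set limit, cut at about 50% in these data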;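 also: plate controls were DMSO with full reaction for no effect and wells lacking NADH for full effect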
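Test system: Clostridium kluyveri diaphorase enzyme / Quantity: diaphorase at 0.14 U/mL in enzyme working solution / Incubation: 16-min room-temperature incubation before reading / Benchmarks: NADH-free wells as positive control, DMSO-only neutral wells / Signal: resorufin fluorescence 544/590 nm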
Diaph act CS: compounds boosting diaphorase resazurin reduction – biochemical, uHTS, resorufin fluorescence, counter-screen for diaphorase-coupled primary assays, primary screen | AID 1229, 2008 | activation factor at 20 µM | Diaphorase/resazurin coupled assay, 16 min; hits give high values; 1 = vehicle wells, 0 = NADH-free wells | hit rate 0.005% among 190,000;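 active = diaphorase activity raised at least twofold by the compound at 20 µM; inactive = activation factor below 2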
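Material: Purified diaphorase enzyme from Clostridium kluyveri | Buffer or medium: 50 mM HEPES pH 7.4 with 4.542 mM MgCl2, 0.005% Tween 20 | Times: 16 min enzyme reaction, ambient temperature | Signal: Red resorufin fluorescence at 544/590 nm excitation/emission | Measure: Increased resorufin signal from activators or reducing compounds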
bIAP act: bovine intestinal alkaline phosphatase activators, primary screen, biochemical, bovine IAP, CDP-star luminescence | activation factor at 20 µM | AID 1016, 2008 | hit rate 0.17% among 200,000 | purified bovine IAP, 30 min; hits give high values; fold of DMSO-control signal, blank-subtracted;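 active = activation factor of 2 or more at 20 µM, a signal rise over negative controls twice the positive control's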
Active calls of the source: *; / = not tested or not shown.

SMILES	TNAP inh noacc	PMI act satM6P	TNAP inh hi DEA	TNAP act hi DEA	PMI act	bIAP inh	L major viab	Diaph inh CS	Diaph act CS	bIAP act
FC(F)(F)c1ccccc1NC(=S)NC1CCN(Cc2ccccc2)CC1	0	0.9	-3	1	0.9	-18	76*	16	0.8	1.2
O=[N+]([O-])c1nn(-c2ccccc2)n(O)c1=NC1CCN(Cc2ccccc2)CC1	1	0.9	1	1	1	9	42	12	0.9	0.9
O=C(CN1CCC(O)(c2ccccc2)CC1)Nc1ccc2c(c1)OCCO2	-11	0.9	-4	1	1	-39	4	7	0.9	1.4
Cc1noc(C)c1COC(=O)C1COc2ccccc2O1 (configuration not stated)	2	1	-7	1.1	1	9	-7	11	0.9	0.9
Cc1ccc2c(c1)N(CCC(=O)NC1CC1)C(=O)C(C)O2 (configuration not stated)	-3	1	-5	1.1	1.1	-7	6	-8	1.1	1.1
Cc1nc2sc(C(c3cccs3)N3CCC4(CC3)OCCO4)c(O)n2n1 (configuration not stated)	4	0.9	1	1	0.9	10	-3	11	0.9	0.9
Cc1ccc(-c2[nH]nc(N)c2N=Nc2ccccc2C)cc1	2	0.8	6	0.9	0.8	9	100*	18	0.8	0.9
O=C(CSc1nccn1-c1ccc(Cl)cc1)N1CCCc2ccccc21	-3	0.7	2	1	0.8	6	13	26	0.7	0.9
OCCOCCN1CCN(C2=Nc3ccccc3Sc3ccccc32)CC1	-7	1	-7	1.1	0.9	-8	/	5	0.9	1.1
COc1ccc(OC)c(S(=O)(=O)N(C)CC(=O)Nc2ccc3c(c2)OCCO3)c1	-9	0.9	1	1	0.9	6	0	9	0.9	0.9
Cc1c(-c2ccncc2)oc2ccc(Br)cc2c1=O	-7	1	-4	1	0.9	-2	6	13	0.9	1
CC(C)CCn1cnc2c([nH]c3cccc(Cl)c32)c1=O	-11	0.9	-6	1.1	1	36	14	14	0.9	0.6
O=C(CSCc1ccccc1Cl)NCCSc1ccccn1	-9	0.9	-4	1	1	2	4	17	0.8	1
COc1cc(/C=C2/SC(=NCc3ccccc3)N(Cc3ccccc3)C2=O)ccc1O	6	0.8	-10	1.1	0.8	7	-13	21	0.8	0.9
O=C1NCN(c2ccccc2)C12CCN(c1nnnn1-c1ccccc1)CC2	-6	1	-1	1	0.9	4	81*	5	1	1
O=C(CN1CCN(C2CCCCC2)CC1)Nc1ccccc1N1CCCCC1	-5	1.1	4	1	0.9	-13	10	14	0.9	1.1
CC(=O)NC(Cc1ccccc1C)C(=O)NC1CCN(C(=O)c2ccc(C)cc2)CC1 (configuration not stated)	-5	/	2	1	/	-10	-4	/	/	1.1
O=C(NCCSc1ccccn1)c1ccc(Cl)cc1Cl	-14	1	-4	1	1	17	5	18	0.8	0.8
CSc1ccc(C#N)cc1NC(=O)c1cccnc1Cl	-15	1.1	-3	1	1.1	1	-5	-1	1	1
COc1ccccc1N(CC(O)COc1ccccc1C)S(=O)(=O)c1ccccc1 (configuration not stated)	3	0.9	2	1	0.9	6	24	18	0.8	0.9
Cc1c(N/N=C(\C#N)C(=O)c2ccc(Cl)cc2)c(=O)n(-c2ccccc2)n1C	12	1.5	13	0.9	1.4	1	-13	-16	1.2	1
Cc1cc(C)n(CC(=O)N/N=C/c2cccc([N+](=O)[O-])c2)n1	-6	1	0	1	1.1	8	-4	-3	1	0.9
Fc1cccc(CSc2nnc3ccc(-c4ccncc4)nn23)c1	-13	1	-1	1	1	-2	11	14	0.9	1
COCCCNC(=O)C(=O)NC1CCCCCC1	-18	1	1	1	1	-1	-5	5	1	1
CCOCC(=O)Nc1cc([N+](=O)[O-])ccc1OC	-13	1	-10	1.1	1	16	4	14	0.9	0.8

More results.
SMILES	TNAP inh noacc	PMI act satM6P	TNAP inh hi DEA	TNAP act hi DEA	PMI act	bIAP inh	L major viab	Diaph inh CS	Diaph act CS	bIAP act
Cc1nn(Cc2ccc(Cl)c(Cl)c2)c(C)c1NC(=O)c1cc(C2CC2)on1	-15	0.8	-4	1	0.8	-11	0	13	0.9	1.1
Cc1ccc(S(=O)(=O)Nc2cc(C(F)(F)F)ccc2N2CCOCC2)cc1C	-11	0.9	-6	1.1	0.9	30	5	27	0.7	0.7
c1ccc(CCn2nnnc2CN2CCCc3ccccc32)cc1	-14	2.1*	-3	1	1	14	-1	12	0.9	0.9
O=C(Nc1ccc2oc(-c3ccccc3Cl)nc2c1)c1cncc(Br)c1	-6	1	-3	1	1.1	8	15	3	1	0.9
COc1cc(C2C(C(C)=O)=C(O)C(=O)N2CCN(C)C)ccc1O (configuration not stated)	-7	0.9	-3	1	1	0	-6	16	0.8	1
CCOC(=O)NCc1ccc(Cl)c(Cl)c1	-14	1	-5	1	1	17	-8	8	0.9	0.8
O=C(CO/N=C/c1ccc(OC(F)F)cc1)NCc1ccc(F)cc1	2	1	-2	1	1.1	-10	6	10	0.9	1.1
COc1ccccc1OCCC(=O)OCC(=O)NCc1ccc(Cl)cc1	-4	1	2	1	1.1	-9	3	-6	1.1	1.1
COc1ccc(-n2cc(C(=O)Nc3cc([N+](=O)[O-])ccc3OC)c3ccccc3c2=O)cc1	6	1	1	1	1	7	77*	17	0.8	0.9
C/C=C/c1ccc(OCCCNC(C)CC)c(OC)c1 (configuration not stated)	1	0.9	-3	1	0.8	10	-3	19	0.8	0.9
CCCCNC(=O)CS(=O)Cc1nc(-c2cccc(C)c2)oc1C (configuration not stated)	-16	0.9	-8	1.1	1.1	6	-6	17	0.8	0.9
CCOC(=O)c1ccccc1NC(=O)CSc1nc2ccccc2n1CC(=O)N1CCCC1	-12	1	-4	1	1	5	14	11	0.9	1
CCOC(=O)c1[nH]c2ccccc2c1NC(=O)C1CCCCC1	-6	1.2	0	1	1	-9	-4	-5	1	1.1
Cc1cc(NC(=O)c2ccc(S(=O)(=O)N(C)C)cc2)n(-c2ccccn2)n1	1	0.9	0	1	0.9	-4	-6	12	0.9	1
CCCC1C2C(=O)N(c3ccccc3OCC)C(=O)C2ON1c1ccccc1 (configuration not stated)	-8	0.9	-2	1	0.9	0	-9	14	0.9	1
CCOC(=O)Nc1nc(C)c(C(=O)c2ccc(Cl)cc2)s1	-8	1	-3	1	0.9	0	-14	0	1	1
Cc1cc(SCn2nnc3ccccc3c2=O)nc2ccccc12	-18	0.9	2	1	0.8	/	5	12	0.9	0.2
CC1(C)CC2(CC(C)(C(=O)CSc3nc4ccccc4s3)OC2=O)C(=O)O1 (configuration not stated)	-11	0.9	-5	1	0.9	-1	-5	19	0.8	1
COCc1ccc(CN2CCCC(CCC(=O)NCc3cccc(OC)c3)C2)o1 (configuration not stated)	-12	1	-7	1.1	1	-11	28	14	0.9	1.1
O=C1/C(=C/c2ccccc2O)SC(=S)N1Cc1cccnc1	-2	1.2	25	0.8	1	-4	88*	7	0.9	1
Cc1nc2nc(-c3ccc(Cl)cc3)cn2nc1C	-13	1.1	0	1	1	11	-6	18	0.8	0.9
Cc1cccc(NC(=O)c2ccc(OC3CSC3)cc2)c1	-2	1	-3	1	1	10	-6	10	0.9	0.9
CCOC(=O)/C(C#N)=C/c1ccc(OC(=O)c2ccco2)c(OCC)c1	-4	0.9	10	0.9	0.9	16	-5	13	0.9	0.8
Cc1noc(C)c1C(=O)NC(C)c1ccc(Cl)cc1Cl (configuration not stated)	-8	1	-5	1.1	1	-11	-3	1	1	1.1
CC(C)(C)c1ccc(-c2nnc(SCC(=O)O)n2N)cc1	-3	1.1	-9	1.1	1.1	6	-4	12	0.9	0.9
COc1cccc(N2CC(C(=O)Nc3c(C)cccc3C)CC2=O)c1 (configuration not stated)	-9	1	-4	1	1	21	2	10	0.9	0.8
Nc1cc(CN2C(=O)c3ccccc3C2=O)cc(Cl)c1O	-7	0.7	1	1	0.8	3	-9	22	0.8	1
C=CCn1c(NCc2cc(C)ccc2O)nc2ccccc21	-5	1	-6	1.1	1	1	38	16	0.8	1
CC(C)(CO)Nc1nc(Nc2ccccc2)nc(Nc2ccccc2)n1	-6	1.2	-2	1	1.1	10	74*	15	0.8	0.9

Ordered by the number under TNAP inh hi DEA (rising): some entries from above.
smiles	TNAP inh noacc	PMI act satM6P	TNAP inh hi DEA	TNAP act hi DEA	PMI act	bIAP inh	bIAP act
CCOC(=O)c1ccccc1NC(=O)CSc1nc2ccccc2n1CC(=O)N1CCCC1	-12	1	-4	1	1	5	1
Nc1cc(CN2C(=O)c3ccccc3C2=O)cc(Cl)c1O	-7	0.7	1	1	0.8	3	1
CCOC(=O)/C(C#N)=C/c1ccc(OC(=O)c2ccco2)c(OCC)c1	-4	0.9	10	0.9	0.9	16	0.8

Compound profiles, as listed above. Order of values: TNAP inh noacc	PMI act satM6P	TNAP inh hi DEA	TNAP act hi DEA	PMI act	bIAP inh	L major viab	Diaph inh CS	Diaph act CS	bIAP act
Shown for `CSc1ccc(C#N)cc1NC(=O)c1cccnc1Cl` : -15	1.1	-3	1	1.1	1	-5	-1	1	1
Shown for `Nc1cc(CN2C(=O)c3ccccc3C2=O)cc(Cl)c1O` : -7	0.7	1	1	0.8	3	-9	22	0.8	1
Shown for `Cc1ccc2c(c1)N(CCC(=O)NC1CC1)C(=O)C(C)O2` (configuration not stated) : -3	1	-5	1.1	1.1	-7	6	-8	1.1	1.1
Shown for `c1ccc(CCn2nnnc2CN2CCCc3ccccc32)cc1` : -14	2.1*	-3	1	1	14	-1	12	0.9	0.9

Screening results: PubChem, several laboratories

Compounds as they come. Share with any hit: about 10%.
